Screening results as filed in PubChem BioAssay.
Tcruzi prolif = blocks T. cruzi growth in NIH3T3 culture; T. cruzi beta-gal in NIH3T3, GalScreen luminescence, 90 h; actives 5.9% (n = 77,000); inhibition, % at 8.34 µM;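 active means mean inhibition above about 93%, with at least 55% of replicates each passing it, limit read from the data, passing the limit was not always enough; inconclusive means only one of those two conditions holds; inactive means neither condition holds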
C diff HTS = C. difficile growth inhibition | Clostridium difficile clinical isolate growth, OD600, 24 h; active compounds read low | actives 0.25% (n = 86,000) | growth activity, negative = inhibition, % at 16 µg/mL (by protocol);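 active means mean growth activity at or below -80% and every replicate also at or below -80%; inconclusive means mean at or below -80% but some replicate above -80%; inactive means mean growth activity above -80%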;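 further: 0% = DMSO wells and -100% = levofloxacin 16 µg/mL wells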
Pf Dd2 inh = blocks growth of Plasmodium falciparum Dd2 parasites. P. falciparum Dd2 growth, SYBR Green, 72 h; active compounds read low. activity change, % at 10 µM. actives 2.3% (n = 94,000); in the data active means activity change below about -80%; inconclusive means no clear call, values can overlap the other calls
GASC1 inh = inhibitors of human demethylase GASC-1 KDM4C | Q9H3R0 | GST-KDM4C 2-372, H3K9me3 peptide, LANCE TR-FRET | inhibition, % at 12.5 µM | actives 0.15% (n = 96,000) | AID 720574;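 active means mean replicate inhibition above about 25%, with at least 55% of replicates also reaching it, limit read from the data, passing the limit was not always enough; inconclusive means only one of those two conditions met; inactive means neither condition met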
Target sequence (Q9H3R0 2-372 limits assumed): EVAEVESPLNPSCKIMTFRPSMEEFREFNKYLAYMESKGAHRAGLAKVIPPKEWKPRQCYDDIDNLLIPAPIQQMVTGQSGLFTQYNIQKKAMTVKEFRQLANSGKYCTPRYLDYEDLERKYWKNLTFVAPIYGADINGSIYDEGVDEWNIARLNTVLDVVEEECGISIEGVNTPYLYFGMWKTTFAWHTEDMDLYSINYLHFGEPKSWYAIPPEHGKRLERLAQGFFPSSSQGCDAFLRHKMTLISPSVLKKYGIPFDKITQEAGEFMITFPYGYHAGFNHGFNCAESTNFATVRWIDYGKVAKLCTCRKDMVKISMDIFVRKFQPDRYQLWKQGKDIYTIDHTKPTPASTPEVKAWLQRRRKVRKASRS
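Compound: one test concentration per compound; Material: GST-GASC-1 enzyme fragment 2-372; Amount: GASC-1 enzyme at 10 nM final in reaction; Also added: H3K9me3 peptide substrate, Fe(II), 2-oxoglutarate; Technique: LANCE TR-FRET; Times: 30 min demethylation and 1 h detection at room temperature.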
Starred values were filed as active, the others as inactive; ? = inconclusive; · = not tested or not shown; & = joins results of further samples.

Start of the data: the first two records, ahead of the listing:
Fields: Tcruzi prolif | C diff HTS | Pf Dd2 inh | GASC1 inh
- CC(C)NC(=O)N(C)C[C@H]1Oc2ncc(-c3ccc(C(=O)N(C)C)cc3)cc2C(=O)N([C@H](C)CO)C[C@@H]1C
    -3 | -8 | 33 | 2.0
- CC(C)(C)[S@](=O)N1Cc2cc(C(=O)NCc3ccncc3)nc(-c3cccc(-c4ccc(C#N)cc4)c3)c2[C@@H]1CCO
    99* | · | -67 | -6.3

This part in full, repeating the preview:
Fields: Tcruzi prolif | C diff HTS | Pf Dd2 inh | GASC1 inh
- CC(C)NC(=O)N(C)C[C@H]1Oc2ncc(-c3ccc(C(=O)N(C)C)cc3)cc2C(=O)N([C@H](C)CO)C[C@@H]1C
    -3 | -8 | 33 | 2.0
- CC(C)(C)[S@](=O)N1Cc2cc(C(=O)NCc3ccncc3)nc(-c3cccc(-c4ccc(C#N)cc4)c3)c2[C@@H]1CCO
    99* | · | -67 | -6.3
- O=C(Nc1cccc(F)c1)N1CC(=O)N2[C@H](C1)[C@@H](c1ccc(-c3cccc(F)c3)cc1)[C@@H]2CO
    · | -8 | 4 | 0.3
- C[C@H](CO)N1C[C@H](C)[C@@H](CN(C)Cc2ccc(Cl)c(Cl)c2)Oc2ccc(NC(=O)CCCCCC(=O)Nc3ccccc3N)cc2CC1=O
    · | 10 | -57 | -0.1
- Cc1noc(C)c1S(=O)(=O)N(C)C[C@H]1OCCCC[C@@H](C)Oc2ccc(NS(=O)(=O)c3ccc(Cl)cc3)cc2C(=O)N([C@@H](C)CO)C[C@H]1C
    108* | -9 | -71 | 0.1
- CN(C)CC#Cc1cccc(-c2nc(C(=O)NCc3ccc4c(c3)OCO4)cc3c2[C@@H](CCO)N(S(=O)C(C)(C)C)C3)c1 (stereo partly specified)
    112* | 3 | · | ·
- COCC#Cc1ccc2c(c1)O[C@H](CN(C)Cc1ccccc1F)[C@@H](C)CN([C@H](C)CO)S2(=O)=O
    -18 | -4 | -68 | 0.0
- COc1ccc(S(=O)(=O)N[C@H]2CC[C@H](CCn3cc(C(C)C)nn3)O[C@H]2CO)cc1
    -49 | · | -9 | 0.0
- C[C@H]1CN([C@@H](C)CO)C(=O)c2cccc(NC(=O)Nc3ccc4c(c3)OCO4)c2O[C@@H]1CN(C)C
    · | -5 | 9 | 0.5
- C[C@@H]1CN([C@H](C)CO)C(=O)c2cc(-c3cncnc3)cnc2O[C@@H]1CN(C)C(=O)Cc1cccnc1
    -256 | 0 | 17 | 19
- O=C(C[C@@H]1CC[C@@H]2[C@H](COC[C@H](O)CN2S(=O)(=O)c2cccc(Cl)c2)O1)NC1Cc2ccccc2C1
    -21 | 36&14 | 7 | -0.8
- CN(C)C(=O)C[C@H]1CC[C@@H](NC(=O)C2CCOCC2)[C@H](CO)O1
    31 | · | 8 | 0.8
- O=C(C[C@@H]1CC[C@H]2[C@@H](COC[C@H](O)CN2Cc2ccccc2)O1)NCCc1ccccc1
    83 | -14 | -11 | -0.3
- CN(C)C(=O)C[C@H]1C[C@H]2c3cc(NC(=O)C4CCOCC4)ccc3O[C@H]2[C@H](CO)O1
    -19 | 0 | 30 | -4.2
- O=C(C[C@@H]1CC[C@@H]2[C@H](COC[C@H](O)CN2C(=O)c2ccc(F)cc2)O1)Nc1nccs1
    10 | · | -2 | 4.8
- C[C@@H]1CN([C@@H](C)CO)C(=O)c2cc(NC(=O)Nc3ccc(F)cc3)ccc2O[C@H]1CN(C)C(=O)Nc1ccc(F)cc1
    16 | 0 | -19 | -0.9
- COc1ccc(S(=O)(=O)Nc2ccc3c(c2)CC(=O)N([C@H](C)CO)C[C@H](C)[C@@H](CN(C)Cc2ccc(Cl)c(Cl)c2)O3)cc1
    65 | 20 | -27 | -1.9
- CCCN1C[C@H](C)[C@H](OC)CN(C)C(=O)c2ccc(NC(=O)C3CCOCC3)cc2OC[C@H]1C
    -18 | 2 | 6 | 0.5
- C[C@H](CO)N1C[C@H](C)[C@H](CN(C)C(=O)Nc2ccc3c(c2)OCO3)Oc2ncc(C#Cc3ccc(C(F)(F)F)cc3)cc2C1=O
    ? | 15 | -60 | -0.9
- Cc1noc(C)c1NC(=O)Nc1ccc2c(c1)C(=O)N([C@@H](C)CO)C[C@@H](C)[C@@H](CN(C)C(=O)Nc1ccccc1)O2
    87 | 6 | 25 | -0.5
- O=C(C[C@@H]1CC[C@@H]2[C@H](COC[C@H](O)CN2S(=O)(=O)c2ccccc2)O1)N1CCOCC1
    -68 | 0&-3 | 22 | -2.3
- Cc1ccccc1-c1ccc2c(c1)O[C@H](CN(C)C)[C@@H](C)CN([C@H](C)CO)S2(=O)=O
    30 | -8 | · | -1.1
- C[C@H](CO)N1C[C@H](C)[C@H](CN(C)S(C)(=O)=O)Oc2ccc(NC(=O)CCN3CCOCC3)cc2C1=O
    1 | -3 | 2 | 1.3
- C[C@H](CO)N1C[C@H](C)[C@H](CN(C)Cc2ccc(C(=O)O)cc2)Oc2c(NC(=O)c3ccncc3)cccc2C1=O
    · | 1&-3 | -5 | 1.2
- CCCNC(=O)Nc1ccc2c(c1)OC[C@@H](C)N(C)C[C@H](C)[C@H](OC)CN(C)C2=O
    -19 | -1 | · | -0.2
- O=C(C[C@H]1CC[C@H]2[C@@H](COC[C@@H](O)CN2S(=O)(=O)c2ccc(Cl)cc2)O1)NCCN1CCCCC1
    · | -3 | 5 | 0.7
- CCCNC(=O)N1C[C@@H]2[C@H](c3ccccc31)[C@H](CO)N2Cc1ccc(OC)cc1
    10 | 1 | -23 | -1.5
- CNC[C@@H]1Oc2ccc(NC(=O)c3ccncc3)cc2CC(=O)N([C@@H](C)CO)C[C@@H]1C
    21 | 4 | 34 | 0.1
- CCC(=O)N1CC2(C1)CN(C(=O)Nc1ccccc1F)[C@H](CO)c1c2c2ccc(OC)cc2n1C
    · | 57 | 2 | -0.9
- C[C@@H]1CN([C@H](C)CO)C(=O)c2cc(NS(=O)(=O)c3ccc(F)cc3)ccc2O[C@H]1CN(C)S(=O)(=O)c1cn(C)cn1
    -6 | -9 | -2 | 0.6

Ordered by molecular weight (rising): part of the list above.
Fields: Tcruzi prolif | C diff HTS | Pf Dd2 inh | GASC1 inh
- CN(C)C(=O)C[C@H]1CC[C@@H](NC(=O)C2CCOCC2)[C@H](CO)O1
    31 | · | 8 | 0.8
- C[C@H]1CN([C@@H](C)CO)C(=O)c2cccc(NC(=O)Nc3ccc4c(c3)OCO4)c2O[C@@H]1CN(C)C
    · | -5 | 9 | 0.5
- COCC#Cc1ccc2c(c1)O[C@H](CN(C)Cc1ccccc1F)[C@@H](C)CN([C@H](C)CO)S2(=O)=O
    -18 | -4 | -68 | 0.0
- O=C(C[C@@H]1CC[C@@H]2[C@H](COC[C@H](O)CN2S(=O)(=O)c2cccc(Cl)c2)O1)NC1Cc2ccccc2C1
    -21 | 36&14 | 7 | -0.8
- C[C@H](CO)N1C[C@H](C)[C@H](CN(C)Cc2ccc(C(=O)O)cc2)Oc2c(NC(=O)c3ccncc3)cccc2C1=O
    · | 1&-3 | -5 | 1.2

(listing goes on)
Fields: Tcruzi prolif | C diff HTS | Pf Dd2 inh | GASC1 inh
- C[C@@H]1CN([C@H](C)CO)C(=O)Cc2cc(NS(C)(=O)=O)ccc2O[C@@H]1CN(C)Cc1ccccc1
    5 | -6 | 0 | -0.3
- COc1ccc(S(=O)(=O)Nc2ccc3c(c2)C(=O)N([C@@H](C)CO)C[C@@H](C)[C@H](CN(C)Cc2ccc(C(F)(F)F)cc2)OCCCC[C@H](C)O3)cc1
    66 | 16 | -60 | -1.7
- CC(C)N(C[C@H]1N[C@H](CO)[C@@H]1c1ccc(C2=CCCCC2)cc1)C(=O)CN(C)C
    · | 3 | ? | 3.0
- COc1ccc(CN(C)C[C@H]2OCCCC[C@H](C)Oc3ccc(NC(=O)Nc4ccc(F)cc4)cc3C(=O)N([C@@H](C)CO)C[C@H]2C)cc1
    76 | 11 | -83* | 9.2
- COCC(=O)N1CCC2(CC1)CN(C(=O)Cc1ccccc1)[C@H](CO)c1c2c2ccc(OC)cc2n1C
    · | 4 | -21 | -0.6
- O=C(C[C@H]1C=C[C@H](NC(=O)c2cccc(F)c2)[C@H](CO)O1)Nc1nccs1
    -8 | · | 8 | -1.0
- C[C@H](CO)N1C[C@H](C)[C@@H](CN(C)C(=O)c2ccccc2)OCc2cn(nn2)CCCC1=O
    16 | · | -2 | ·
- Cc1ccc(S(=O)(=O)N(C)C[C@@H]2Oc3c(NC(=O)Nc4ccc5c(c4)OCO5)cccc3C(=O)N([C@@H](C)CO)C[C@H]2C)cc1
    70 | 3 | -44 | -1.9
- CC(=O)N1[C@H](CN(C)C(=O)CN2CCOCC2)[C@@H](c2ccccc2)[C@@H]1CO
    86 | -6 | 22 | 0.2
- CN(C)C(=O)c1ccc(-c2ccc3c(c2)[C@H]2[C@H](CCN2C(=O)c2ccccn2)[C@H](CO)N3C)cc1
    58 | -3 | -14 | 1.5
- C[C@@H]1CN([C@@H](C)CO)S(=O)(=O)c2ccc(C#Cc3cccc(F)c3)cc2O[C@H]1CN(C)C(=O)NC1CCCCC1
    · | -2 | -29 | -1.1
- O=C(c1ccccc1)N1C[C@@H]2[C@H](c3ccccc31)[C@H](CO)N2C(=O)c1cccc(F)c1
    -33 | -1 | -5 | -6.4
- C[C@@H]1CN([C@H](C)CO)S(=O)(=O)c2ccc(C3=CCCC3)cc2O[C@H]1CN(C)C(=O)Nc1ccc2c(c1)OCO2
    · | 4 | -57 | -0.8
- CCC(=O)Nc1ccc2c(c1)C(=O)N(C)C[C@H](OC)[C@H](C)CN(C(=O)Cc1ccccn1)[C@@H](C)CO2
    4 | · | -7 | 0.7
- CCCC(=O)Nc1ccc2c(c1)OC[C@H](C)N(C(=O)c1cnccn1)C[C@@H](C)[C@H](OC)CN(C)C2=O
    19 | · | 20 | 1.2
- Cc1ccccc1S(=O)(=O)NCC[C@H]1CC[C@@H](NC(=O)Nc2cccc(Cl)c2)[C@@H](CO)O1
    -67 | · | -7 | 0.6
- O=C(C[C@@H]1CC[C@H]2[C@@H](COC[C@@H](O)CN2C(=O)Nc2ccc(F)cc2)O1)NCCc1ccccc1
    12 | 12&11 | -2 | -0.3
- C[C@@H]1CN([C@H](C)CO)C(=O)Cc2cc(NC(=O)Cc3cn(C)c4ccccc34)ccc2O[C@@H]1CN(C)S(=O)(=O)c1cn(C)cn1
    -4 | 3 | 10 | -0.5
- CCC(=O)Nc1ccc2c(c1)C(=O)N(C)C[C@@H](OC)[C@@H](C)CN(C(=O)c1ccncc1)[C@H](C)CO2
    1 | · | 20 | -0.3
- C[C@H]1CN([C@@H](C)CO)C(=O)c2cccc(NS(=O)(=O)c3cn(C)cn3)c2O[C@@H]1CN(C)Cc1ccc(Cl)c(Cl)c1
    26 | -3 | -6 | -1.2
- C[C@@H]1CN([C@@H](C)CO)C(=O)Cc2cc(N(C)C)ccc2O[C@@H]1CN(C)Cc1ccc(C(=O)O)cc1
    32 | -2 | 4 | 15
- CCNC(=O)C[C@@H]1CC[C@@H]2[C@H](COC[C@@H](O)CN2C(=O)c2cc(Cl)cc(Cl)c2)O1
    · | 4&-9 | 26 | -2.1
- COc1ccc(NC(=O)Nc2cccc3c2O[C@H](CN(C)S(=O)(=O)c2ccccc2)[C@@H](C)CN([C@H](C)CO)C3=O)cc1
    · | -2 | 17 | -1.7
- COc1ccccc1-c1cn(CC[C@H]2CC[C@H](NS(=O)(=O)c3ccccc3C)[C@@H](CO)O2)nn1
    · | -2 | -21 | -0.9
